Screening results as filed in PubChem.
S3 lipid droplet = qHTS Assay for Lipid Storage Modulators in Drosophila S3 Cells. 320,000 tested, 0.64% active. Drosophila S3 cells, BODIPY lipid droplet fluorescence, 18-24 h; cells fed with added oleic acid. Potency in µM for hits, for the others lipid storage change, negative = inhibition, % at the top dose, mostly 46.1 µM. AID 2685; active means well fitted inhibition curve with a large enough effect in the signal ratio, with a control signal flat, not every such curve was filed as active; inconclusive means small, poorly fitted or top-dose-only effect, or effect the other way, or a change in a side signal; the % refers to the signal ratio
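Drosophila S3 cells loaded with oleic acid (400 uM, as added) and compounds at several concentrations; lipid droplets imaged by 488-nm laser-scanning cytometry, 500–530 nm intensity and object ratio to cell channel. Percent activity normalized to 20 uM Triacsin C.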
S3 lipid droplet cell count max = further read-out of S3 lipid droplet, marked with its call; cell number change, %; measured here: cell count max response;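 cells counted by Cell Tracker Red CMTPX staining in the red channel; peak over a dose series mostly up to 46.1 µM; percent activity relative to internal control wells on each plate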
Active calls of the source: *; i = inactive; ? = inconclusive; / = not tested or not shown. On the % scale 0 is the no-effect control and ±100 the full control effect; potency means the concentration at half of the fitted maximal effect. The list is partial; count on the stated rates, not on these rows.

Results follow in this order: S3 lipid droplet | S3 lipid droplet cell count max
COc1ccc(-c2nnc(N3CCC(C)CC3)c3ccccc23)cc1
 : -3% | 0
O=S1(=O)N=C(Nc2nncs2)c2ccccc21
 : i | -14
O=C(C1CCC(CNc2c(N3CCCCC3)c(=O)c2=O)CC1)N1CCCCC1 (configuration not stated)
 : ? | /
CCOc1cc(/C=C2\SC(N3CCCCC3)=NC2=O)ccc1O
 : i | /
CC1(C)Cc2noc(N)c2C(C)(C)N1OC(=O)c1cccs1
 : ? | /
COC(=O)c1ccc(N)nc1
 : ? | /
CC(C)CN(C(=O)COC(=O)CCN1C(=O)c2ccccc2C1=O)C1CCS(=O)(=O)C1 (configuration not stated)
 : ? | /
CCC(C)NC(=O)C1CCN(c2nc(OC)nc(OC)n2)CC1 (configuration not stated)
 : 2% | 5
CCOc1ccc(N2C(=O)C(CC(=O)Nc3ccc(F)cc3)N(Cc3ccccn3)C2=S)cc1 (configuration not stated)
 : -3% | /
O=c1cc(O)c(-c2cccc(C(F)(F)F)c2)c(Cl)[nH]1
 : ? | /
O=C(COC(=O)c1ccc(Br)o1)Nc1ncc([N+](=O)[O-])s1
 : ? | /
CCOc1ccc(C(=O)NC(=S)NCc2cccnc2)cc1
 : ? | /
O=C(COC(=O)CCN1C(=O)C2CC=CCC2C1=O)NCCc1ccccc1 (configuration not stated)
 : ? | /
COC(=O)N/N=C/c1cn(CC(C)COc2ccccc2)c2ccccc12 (configuration not stated)
 : ? | /
CN1CC(=O)NC1=NC(=O)c1ccc(Cl)c(S(=O)(=O)N2CCCCCC2)c1
 : ? | /

For convenience, part of the list above:
Results follow in this order: S3 lipid droplet | S3 lipid droplet cell count max
CC(C)CN(C(=O)COC(=O)CCN1C(=O)c2ccccc2C1=O)C1CCS(=O)(=O)C1 (configuration not stated)
 : ? | /
CCC(C)NC(=O)C1CCN(c2nc(OC)nc(OC)n2)CC1 (configuration not stated)
 : 2% | 5

Remaining list, next part:
Results follow in this order: S3 lipid droplet | S3 lipid droplet cell count max
Cc1ccc(-n2nnc3c(=O)n(CC(=O)N4CCOCC4)cnc32)cc1
 : ? | /
CC(CC(=O)N1CCN(c2ccc(C(F)(F)F)cn2)CC1)n1ccnc1 (configuration not stated)
 : ? | /
O=C1Nc2ccccc2C(=O)N2[C@H](c3ccc(F)cc3)[C@@H]3C(=O)N(Cc4ccccc4)C(=O)[C@@H]3[C@H]12
 : ? | /
Cc1nnc(SCC(=O)Nc2ccc(N3CCOCC3)cc2)n1-c1ccccc1
 : -20% | -17
COCCNC(=O)C(=O)NNC(=O)CCc1ccccc1
 : ? | /
O=S(=O)(c1ccc(Cl)cc1)c1nc(-c2ccco2)oc1N1CCOCC1
 : 14% | 13
COc1cccc(N2CC(O)Cn3c2nc2c3c(=O)[nH]c(=O)n2C)c1 (configuration not stated)
 : -19% | -14
COc1ccccc1C(CNC(=O)C1CC(=O)N(Cc2ccc(C)cc2)C1)N1CCCC1 (configuration not stated)
 : ? | /
c1ccc2nc3c(nc2c1)c1ccccc1n3CCN1CCOCC1
 : ? | /
N#Cc1ccc(C(=O)Nc2ccc(S(=O)(=O)NC3=NCCCCC3)cc2)cc1
 : ? | /
N#Cc1nc(-c2ccc(OCc3ccccc3)cc2)oc1NCc1cccnc1
 : -4% | -23
COc1ccc(C(=O)Nc2cc(C(F)(F)F)ccc2Cl)cc1OC
 : ? | /
COC(=O)c1ccc(-c2ccco2)n1Cc1ccccc1Cl
 : ? | /
O=C(Nc1cccc(C(=O)O)c1)/C(=C\c1ccccc1)NC(=O)c1ccccc1
 : 0% | -4
CN(Cc1ccc(Cl)c(Cl)c1)C(=O)c1cccc(S(=O)(=O)N2CCN(Cc3ccccc3)CC2)c1
 : 15% | -8
Cc1ccc(C)c(NC(=O)c2oc(=O)c3ccccc3c2-c2ccccc2)c1
 : 15% | 11
CC1CCN(c2nc3ccccc3n2CC(=O)c2ccccc2)CC1
 : ? | /
CC(C)CC(=O)Nc1ccc2ccccc2c1
 : ? | 4
COc1ccc(C(=O)Nc2ccc(N3CCN(C(=O)c4ccccc4)CC3)cc2)cc1[N+](=O)[O-]
 : ? | /
Cc1c(C(=O)NCCSCc2cccc(C(F)(F)F)c2)cnn1-c1ccc(Cl)cc1
 : ? | /
COc1ccc(OCCCC(=O)N(C)CC(=O)Nc2ccccc2Cl)cc1
 : -10% | /
C=CCn1c(COc2ccccc2-c2ccccc2)nnc1SCC(=O)NC(=O)NCc1ccco1
 : ? | /
CC1CCC(NC(=O)CCS(=O)(=O)c2ccc3c(c2)NC(=O)CS3)CC1 (configuration not stated)
 : i | -11
C=C(C)c1cccc(C(C)(C)NC(=O)NCc2ccc(OC)c(OC)c2)c1
 : ? | /
COc1ccc(-c2nc(CS(=O)CC(=O)NCCCN3CC(C)CC(C)C3)c(C)o2)cc1OC (configuration not stated)
 : 15% | 2
COc1ccc(OC)c(N/C(C)=C/C(=O)c2ccc(C)o2)c1
 : ? | /
N#CCCCC#Cc1ccc2c(c1)COc1c3ccccc3nn1-2
 : ? | /
C(=N\n1cnnc1)/c1ccc(-c2ccccc2)cc1
 : ? | /
O=C1c2cccc(OCC(=O)N3CCCc4ccccc43)c2CCN1Cc1ccc(F)cc1
 : ? | /
CN1CCN(S(=O)(=O)c2ccc(NN)nc2)CC1
 : ? | /
CC(C)Cn1c(-c2cccnc2)nc2c1c(=O)[nH]c(=O)n2CC(C)C
 : ? | /
Cc1nc2cc(C(=O)O)ccc2s1
 : 0% | 10
CC(C)(C)CC(=O)Nc1ccccc1N1CCN(c2ccc(F)cc2)CC1
 : ? | /
CC(NC(=O)CN1CCCC1)c1ccccc1 (configuration not stated)
 : 5% | 16
CCCn1nc(NC(=O)C(C)(C)C)c2cc3cc(OC)ccc3nc21
 : ? | /
O=C(Nc1ccc(Cl)cn1)Nc1ccc(Cl)cn1
 : i | /
Cc1cc(Nc2ccccc2)nn1C(=O)c1ccc(Cl)cc1
 : ? | /
O=C(O)C1(P(=O)(c2ccccc2)c2ccccc2)CCC1
 : -10% | 4
Cc1ccc(-c2csc(N/N=C/c3ccco3)n2)c(C)c1
 : ? | /
Cc1cccc(C(=O)c2cn[nH]c2-c2ccc(C)cc2O)c1
 : ? | /
COc1ccc(OC)c(C(C(=O)NC2CCCCC2)N(Cc2ccco2)C(=O)c2ccccn2)c1 (configuration not stated)
 : ? | /
O=C(COC(=O)C1CC(O)CN1S(=O)(=O)c1ccc(Cl)cc1)c1cccc(Cl)c1 (configuration not stated)
 : -9% | 10
O=C(Nc1ccc(Br)cc1)C1CC(c2c(F)cccc2Cl)=NO1 (configuration not stated)
 : -11% | -2
O=C(CCCc1ccccc1)Nc1ccccc1C(F)(F)F
 : ? | /
Cc1ccc2oc(=O)c3cnn(CC(=O)NC4CCN(Cc5ccccc5)CC4)c3c2c1
 : 5% | /
COCCn1nnnc1SCC(=O)NCc1ccc2c(c1)OCO2
 : 12% | -9
CCCC(=O)C1C(=O)CC(CC(C)SCC)CC1=O (configuration not stated)
 : ? | /
CN(C)/C=N/c1ncc(C(=O)c2ccc(Cl)cc2Cl)s1
 : ? | /
CCCCOC(=O)Nc1ccccc1C(N)=O
 : 20% | 9
Cn1nc(C(=O)Nc2nc(-c3ccccn3)cs2)c2ccccc2c1=O
 : i | -21
Cc1nn(-c2ccccc2)c(C)c1/C=N/NC(=O)c1ccccc1O
 : ? | /
CS(=O)(=NS(=O)(=O)c1ccc(Cl)cc1)c1ccccc1 (configuration not stated)
 : 4% | 5
CCOc1ccc2c(c1)C(C)=CC(C)(C)N2C(=O)Nc1ccccc1
 : ? | /
Cc1ccc(-n2ccnc(SCC(=O)NCCc3ccccc3)c2=O)cc1F
 : ? | /
CCOc1ccc(-n2cc(C(=O)Nc3ccc(Cl)cn3)c3cc(OC)c(OC)cc3c2=O)cc1
 : ? | /
CCCCN(CC)CCNC(=O)c1[nH]c(C)c(C(C)=O)c1C
 : ? | /
Cc1nc(N)c(Br)c(C)c1Br
 : ? | /
O=C(Nc1ccccc1F)c1cc2nc(C(F)F)cc(C(F)F)n2n1
 : -2% | -10
Cc1nn2c(NCCOCCO)c3c(nc2c1-c1ccccc1)CCCC3
 : 0% | 4
CN(C)C(CNC(=O)CSc1nc2sc3c(c2c(=O)n1C)CCCC3)c1ccccc1 (configuration not stated)
 : -4% | 11

Remaining list, next part:
Results follow in this order: S3 lipid droplet | S3 lipid droplet cell count max
COc1ccc(N2CCN(C(=O)CCSCc3ccccc3F)CC2)cc1
 : -5% | 15
COc1ccc(CC(=O)Nc2ccc(OC(C)=O)cc2C(=O)O)cc1
 : -19% | -11
Cc1nc2sc(C(c3ccccc3)N3CCN(c4ccccc4F)CC3)c(O)n2n1 (configuration not stated)
 : ? | /
CCC1CCCCN1Cc1ccc(CNS(=O)(=O)c2ccc3c(c2)oc(=O)n3C)o1 (configuration not stated)
 : -7% | 5
CCC(CC)C(=O)Nc1nnc(S(=O)(=O)Nc2ccc(OC)cc2)s1
 : -16% | /
CCOC(=O)C1CCN(S(=O)(=O)c2ccc3c(c2)N(C)C(=O)CC(=O)N3C)CC1
 : -1% | -17
Cc1ccc(Cl)cc1N1CCN(C(=O)c2noc(C(C)C)c2[N+](=O)[O-])CC1
 : ? | /
COc1cccc2c1O/C(=N\O)C(C(=O)Nc1cccc(Br)c1)C2 (configuration not stated)
 : -21% | -12
Cc1cc(NS(=O)(=O)c2ccc(NC(=O)/C=C/c3ccccc3)cc2)no1
 : ? | /
Cc1ccc(NC(=O)CCn2cnc3ccccc3c2=O)cc1Cl
 : -9% | -26
CC1CCN(CCCNC(=O)C2CCC(CNS(=O)(=O)c3ccccc3)CC2)CC1 (configuration not stated)
 : ? | /
Cc1ccccc1SC1CCN(C(=O)C2CCC(=O)N(C3CC3)C2)CC1 (configuration not stated)
 : i | -4
CSc1ccccc1NC(=O)CO/N=C(\C)c1cc2ccccc2o1
 : ? | /
Cc1ccc(NC(=O)COC(=O)COc2cccc3c2OC(C)(C)C3)cc1C
 : ? | /
O=C(Nc1ncccc1Cl)c1cccc(F)c1
 : ? | /
CCOC(=O)CSc1nnc(CNC(=O)c2ccc(OC)cc2OC)n1-c1ccc(OC)cc1
 : 19% | 15
Cc1nn(-c2ccccc2)c(Cl)c1C(=O)NCC(C)C
 : ? | /
CCC(CC)NC(=O)Cc1ccccc1OC
 : i | 19
C/C(=N\N=C(c1ccccc1)c1ccccc1)c1ccco1
 : i | /
COc1ccc(OC)c2[nH]c(=O)c(CCNS(=O)(=O)c3ccc(F)cc3)cc12
 : ? | /
COc1ccc(CN(C(=O)c2ccc(C)cc2)C2CCS(=O)(=O)C2)cc1 (configuration not stated)
 : ? | /
O=C1NC(=Nc2ccccc2)S/C1=C/c1cccs1
 : -15% | 1
O=C(OCc1nc2scc(-c3ccccc3)c2c(=O)[nH]1)c1ccco1
 : ? | /
Cc1ccc2c(c1)nnn2C1CCN(CC(=O)N(c2ccccc2)c2ccccc2)CC1
 : ? | /
Cc1cccc(CC(=O)Nc2cc(C)c3c(=O)oc4ccccc4c3n2)c1
 : ? | /
O=C(O)/C=C/c1cn(Cc2ccccc2Cl)nc1-c1ccccc1
 : ? | /
CCOC(=O)c1c(NC(=O)c2cc(-c3ccc(O)cc3)on2)sc(C(C)=O)c1C
 : -3% | 2
COc1ccccc1N1CCN(/N=C/c2ccc(C(=O)O)cc2)CC1
 : i | 12
Cc1nc(N2CCN(c3ccccc3)CC2)[nH]c(=O)c1Cc1ccccc1
 : ? | /
CN(C)c1ccc(/C=C(\Cl)c2nc3ccccc3s2)cc1
 : -25% | -4
O=C1COc2ccc(C(=O)COC(=O)c3ccc([N+](=O)[O-])cc3Cl)cc2N1
 : i | -20
Cc1cc2nc(CCN3CCOCC3)n(S(=O)(=O)c3ccc(C(C)(C)C)cc3)c2cc1C
 : 13% | 5
Cc1ccc(CNS(=O)(=O)N(C)C)cc1
 : ? | /
Cc1c(C(=O)NCCc2ccccc2)oc2ccc(S(=O)(=O)N3CCOCC3)cc12
 : ? | /
NC(=O)CCN(Cc1ccccc1)S(=O)(=O)c1ccccc1
 : ? | /
Cc1cc(Cl)ccc1C(=O)C1CCCN(C(=O)c2cc(C(C)C)no2)C1 (configuration not stated)
 : 13% | 5
CN(N=Nc1ccc([N+](=O)[O-])cc1)c1ccccc1
 : ? | /
COc1ccc(OC)c(C2C(C#N)=C(N)Oc3cc(N)ccc32)c1 (configuration not stated)
 : ? | /
CCn1c(=O)c(C(=O)NCc2ccccc2)c(O)c2ccccc21
 : i | 6
CCOc1ccc(N2CC(C(=O)NCCc3ccccc3)CC2=O)cc1 (configuration not stated)
 : ? | /
N/C(CN1CCSCC1)=N\OCc1c(F)cccc1Cl
 : -7% | 5
O=C(c1sc2ccccc2c1Cl)N(Cc1ccco1)C1CCS(=O)(=O)C1 (configuration not stated)
 : ? | /
O=C(CC1C(=O)NCCN1Cc1cccc(Oc2ccccc2)c1)NCCc1ccccn1 (configuration not stated)
 : 17% | 3
COc1ccc(OC)c(C(=O)N2CCC(C(=O)c3ccc(F)cc3)CC2)c1
 : 3% | 2
Clc1ccc2c(c1)C(N1CCNCC1)Cc1ccccc1S2 (configuration not stated)
 : ? | /
Cc1cc(=O)oc(C)c1C(=O)OC(C(=O)c1ccccc1)c1ccccc1 (configuration not stated)
 : ? | /
CCOc1ccc(C(=O)N2CCc3ccccc32)cc1
 : i | 3
